# Screening results deposited in PubChem BioAssay by National Center for Advancing Translational Sciences (NCATS).
# USP2a block – USP2a (human) protease inhibition; Potency, µM (highest dose often 38.3 µM), inactives show at the highest dose activity change, negative = inhibition, most hits filed as inhibitors; USP2 core, Ub-CHOP2 coupled fluorogenic reporter, 485/531; hit rate 0.01% among 330,000; AID 463254;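 note: potency is the fitted concentration of half-maximal effect; plate controls were DMSO wells for no effect and full inhibition by NEM control for full effect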
# Target sequence (O75604 whole entry, looked up): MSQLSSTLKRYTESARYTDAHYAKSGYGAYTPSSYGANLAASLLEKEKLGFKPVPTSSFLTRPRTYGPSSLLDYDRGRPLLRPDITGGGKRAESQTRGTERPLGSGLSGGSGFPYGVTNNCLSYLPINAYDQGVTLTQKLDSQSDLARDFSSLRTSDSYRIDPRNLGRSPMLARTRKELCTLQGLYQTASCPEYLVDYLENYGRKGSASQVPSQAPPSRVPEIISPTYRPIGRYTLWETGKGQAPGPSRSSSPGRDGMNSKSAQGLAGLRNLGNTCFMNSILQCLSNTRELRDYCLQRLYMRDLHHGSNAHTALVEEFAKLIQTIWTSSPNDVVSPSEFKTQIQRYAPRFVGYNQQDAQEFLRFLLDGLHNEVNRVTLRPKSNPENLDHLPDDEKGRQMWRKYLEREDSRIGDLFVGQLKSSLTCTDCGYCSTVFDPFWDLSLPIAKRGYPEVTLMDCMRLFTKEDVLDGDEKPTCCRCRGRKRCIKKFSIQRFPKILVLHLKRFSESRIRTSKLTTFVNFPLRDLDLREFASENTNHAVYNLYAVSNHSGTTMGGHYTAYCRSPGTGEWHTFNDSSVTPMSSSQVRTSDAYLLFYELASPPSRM
#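 Deubiquitinase activity read as fluorescence (485/531 nm) after Ub-CHOP2 cleavage activates the enterokinase reporter on its substrate; USP2 core 10nM, Ub-CHOP2 and substrate 25nM each, 30min compound preincubation then 60min RT; data normalized to NEM, curves fitted.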
# Eya2 inh – inhibitors of human Eya2 phosphatase activity; recombinant Eya2, OMFP fluorescence dephosphorylation (OMFP is methylfluorescein phosphate); Potency, µM (doses to about 76.9 µM), for the others: at the top dose activity, negative = inhibition, most hits filed as inhibitors; hit rate 0.006% among 330,000; note: potency is the fitted concentration of half-maximal effect; % is set by controls: 0 for no effect and ±100 for the full control effect
#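 Eya2 (0.2 uM) preincubated 10 min at ambient with compound, then OMFP substrate added at 50 uM; 10 min reaction in 50 mM HEPES pH 7.5, 50 mM NaCl, 5 uM MgCl2, 0.05% BSA, 1 mM DTT. Fluorescence read at Ex 485/Em 525 nm.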
# uPA surface inh – cell surface uPA generation inhibition; cell surface uPA generation assay, qHTS; AID 540303; hit rate 0.31% among 330,000; Potency, µM (series often up to 38.3 µM), for the others: at the highest dose activity change, negative = inhibition, usual class: inhibitors; active = well fitted inhibition curve with a large enough effect; inconclusive = small, poorly fitted or top-dose-only effect; inactive = no such curve, though single readings can be large or run the other way; tested in mouse RAW 264.7 cells; note: potency is the fitted concentration of half-maximal effect; % is set by controls: 0 for no effect and ±100 for the full control effect; nearly all actives have a fitted effect of over 55% in size
# ELG1 genotox – induces genotoxicity in HEK293T cells with luciferase-tagged ELG1. HEK293T ELG1-luciferase reporter, luminescence, 16 h. Potency, µM (highest dose often 46 µM), for the others: at the top dose activity change, positive = activation, most hits filed as activators. hit rate 1.3% among 330,000; note: potency is the fitted concentration of half-maximal effect; % of control where 0% means no effect; nearly all actives have a fitted effect of over 60% in size
#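 Quantitative HTS format in 1536-well plates. HEK293T ELG1-luciferase reporter cells receive test compound and are incubated 16 hr at 37 °C, 5% CO2; ONE-Glo added, 30 min room temperature, then luminescence read.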
# p53 reactivation – restores transcriptional activity of mutant p53 | hit rate 0.063% among 320,000 | H1299 p53-A138V BP100-luciferase reporter, luminescence, 24 h | Potency, µM (highest dose often 92.2 µM), for inactives: at the top dose activity change, positive = activation, hits mostly activators; note: potency is the fitted concentration of half-maximal effect; % of control where 0% means no effect; nearly all actives have a fitted effect of over 45% in size
#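 p53-null H1299 cells stably carrying temperature-sensitive p53-A138V and a BP100-luciferase reporter were pinned with compounds (4-point, 1:5 series) and held 24 hrs at 37 deg C. Luminescence was read 10 min after detection reagent.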
# BRCA1 expr up – BRCA1 expression activation; hit rate 1.1% among 380,000; Potency, µM (series often up to 46.1 µM), for inactives: at the highest dose activation, most hits filed as activators; MCF7-BRCA1-FFLuc reporter, luminescence, 48 h; response scale: scaled: vehicle 0%, 10 µM genistein 100%; note: potency is the fitted concentration of half-maximal effect; nearly all actives have a fitted effect of over 80% in size; some results filed as inactive show a strong effect at the top dose
#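 MCF7-BRCA1-FFLuc cells, 2000/well in phenol-red-free MEM, attached 2 h then treated 48 h at 37 C. Luciferase luminescence read 15 min after reagent; normalized to genistein maximum activation (10microM) and DMSO, concentration-response fitted.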
# Integrin act MD – activates integrin-mediated alleviation for muscular dystrophy | alpha7betagal myoblasts, beta-gal FDG fluorescence, 48 h | Potency, µM (top dose mostly 38.3 µM), without a hit: top-dose activation, actives largely listed as activators | hit rate 0.064% among 350,000 | AID 624291;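 note: potency is the fitted concentration of half-maximal effect; 100% = response of the positive control SU9516; nearly all actives have a fitted effect of over 60% in size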
#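 Alpha7betagal+/- myoblasts (passage 13) were plated 16-24 hr, then exposed to compounds (1:260 dilution of DMSO stock) for 48 hours at 37C. After MPER lysis, β-galactosidase reporter activity was read as FDG fluorescence (ex 480/em 540) after 30 minutes.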
# PTAP TSG101 blk – blocks PTAP/TSG101 interaction to inhibit HIV-1 budding | Potency, µM (doses to about 115 µM), for inactives: at the top dose activity change, negative = inhibition, hits mostly inhibitors | 340,000 tested, under 10 active | AID 493005 | Fluorescence polarization, FITC-PTAP peptide / Tsg101 binding; active = well fitted inhibition curve with a large enough effect in the main read-out, with a control signal flat, not every such curve was filed as active; inconclusive = small, poorly fitted or top-dose-only effect, or effect the other way, or a change in a side signal; inactive = no such curve, though single readings can be large or run the other way; note: potency is the fitted concentration of half-maximal effect; % of control where 0% means no effect
#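 Steps: Tsg101 binding domain dispensed (10 uM final), compounds pinned in DMSO, FITC-labeled PTAP-motif peptide added (50 nM final); after 20 min binding at room temperature, polarization measured.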
# TRPV1 agonist – agonists of human vanilloid receptor 1 (TRPV1); Q8NER1; TRPV1-expressing cells, Fluo-8 calcium influx, agonist mode; activation, % at 8.33 µM; hit rate 0.19% among 320,000; AID 540275; in the data active = activation above about 80%; inconclusive = between about 30% and that limit; note: 0% is about no effect
#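 Cells expressing TRPV1 were dye-loaded with Fluo-8 and read kinetically: 10 s baseline, 3 min after compound (agonist portion), then 2 min after EC20 capsaicin (allosteric enhancer portion). Calcium-bound dye fluorescence at 480/520 nm.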
# B2AR arrestin – beta2AR (human) beta-arrestin recruitment activity; beta-arrestin recruitment to beta2AR, cell-based reporter; Potency, µM (doses to about 46.1 µM), for inactives: top-dose activation, hits mostly activators; hit rate 0.02% among 330,000; AID 492947;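 note: potency is the fitted concentration of half-maximal effect; 0% = DMSO controls and full agonism = EC100 isoproterenol or metaproterenol; nearly all actives have a fitted effect of over 65% in size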
# Target sequence (P07550 whole entry, looked up): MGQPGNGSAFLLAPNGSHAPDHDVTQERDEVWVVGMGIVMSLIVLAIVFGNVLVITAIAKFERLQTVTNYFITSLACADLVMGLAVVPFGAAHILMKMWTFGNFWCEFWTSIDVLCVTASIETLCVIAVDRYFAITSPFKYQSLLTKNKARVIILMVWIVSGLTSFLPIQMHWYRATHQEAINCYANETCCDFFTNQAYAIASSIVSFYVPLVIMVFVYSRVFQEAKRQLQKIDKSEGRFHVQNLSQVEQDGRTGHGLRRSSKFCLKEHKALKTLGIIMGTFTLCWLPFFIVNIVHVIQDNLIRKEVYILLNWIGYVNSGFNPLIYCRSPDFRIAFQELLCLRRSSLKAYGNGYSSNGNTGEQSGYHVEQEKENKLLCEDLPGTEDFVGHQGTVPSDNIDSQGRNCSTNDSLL
# ASM inhibitor – inhibitors of human secretory acid sphingomyelinase; P17405; placental ASM, HMU-PC fluorogenic substrate, 60 min; Potency, µM (titrated, usually from 57.5 µM), inactives show at the highest dose activity change, negative = inhibition, hits mostly inhibitors; hit rate 0.006% among 340,000; note: potency is the fitted concentration of half-maximal effect
#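 HMU-PC0 cleavage (9 uM final) by human placental ASM, 60 min at 37 °C following 10 min compound exposure at RT; stopped at pH 10, fluorescence Ex 386/Em 447 nm.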
# Starred values were filed as active, the others as inactive; u = inconclusive; x = not tested or not shown; [ ] = another dose, or the depositor's remark. Unless noted, calls come from the whole dose curve; as a rule, active = well fitted curve in the direction sought with a large enough effect; inconclusive = small, poorly fitted or top-dose-only effect, or another doubt; inactive = no such curve, though single readings can be large; an effect the other way counts as inactive or inconclusive.
Structure	USP2a block	Eya2 inh	uPA surface inh	ELG1 genotox	p53 reactivation	BRCA1 expr up	Integrin act MD	PTAP TSG101 blk	TRPV1 agonist	B2AR arrestin	ASM inhibitor
CC1(C)OC(=O)C(=CNC(=O)c2c(F)cccc2F)C(=O)O1	3%	-5%	1%	0%	2%	0%	12%	-3%	0	0.1%	4%
Cc1nc2c(-c3ccc(Cl)cc3)cnn2c2c1CCC2	0%	3%	-2%	4%	8%	-14%	-20%	-7%	-6	-0.4%	62%
CN(C)C1=C(Cl)C(=O)N(c2ccc(Cl)c(Cl)c2)C1=O	-1%	5%	15%	-1%	0%	8%	-47%[inhibitor]	u	3	-0.4%	0%
O=C(C[C@@H]1C/C=C\C[C@H](NC(=O)OCC2c3ccccc3-c3ccccc32)C(=O)OC[C@H]2CCCN2C1=O)NCCO	4%	-10%	-10%	0%	1%	0%	-9%	-2%	x	-0.2%	7%
Cc1ccccc1-n1c(Cn2c(=O)sc3ccccc32)nnc1SCC(=O)Nc1nccs1	-3%	-10%	16%	4%	-9%	-8%	-4%	-2%	0	-0.2%	0%
O=C(COc1ccc(-c2ccccc2)cc1)NNC(=O)NC1CCCCC1	6%	-6%	7%	2%	2%	29%	-9%	-4%	-2	-0.2%	-3%
C[C@@H](O)C(C(=O)N1CCNCC1)n1cc([C@@H](N)CCCCN)nn1 (stereo partly drawn)	2%	16%	-10%	2%	3%	-9%	0%	0%	-3	0.1%	4%
COc1cccc(Cn2nnc(C(=O)Nc3ccc(C)cc3)c2N)c1	3%	0%	-8%	6%	u	23%	-10%	-5%	x	0.3%	1%
CCc1nnc(NC(=O)C2CCCN2S(=O)(=O)c2ccc(C)cc2)s1 (stereo not drawn)	3%	-11%	3%	-11%	-2%	1%	u	-5%	-1	-0.3%	1%
COc1ccc(C(C#N)N2N=C(C)CC2c2ccccc2)cc1 (stereo not drawn)	-2%	-7%	0%	0%	0%	-16%	-4%	0%	1	0.5%	1%
O=C(CNC(=O)c1ccc(Br)cc1)N/N=C/c1cccnc1	0%	-1%	1%	6%	3%	-61%	u	-10%	-3	-0.1%	-15%
Cc1cccc(NS(=O)(=O)c2ccc(C(=O)NCCCN3CCOCC3)cc2)c1C	1%	-10%	-6%	-6%	4%	-9%	u	-1%	-3	0.0%	-1%
CCNC(=O)N(C)C[C@H]1N[C@@](C)(C(=O)OC)[C@H]2C(=O)N(Cc3ccccc3)C(=O)[C@@H]12	0%	4%	-12%	0%	-4%	3%	17%	-8%	x	-0.6%	0%
S=c1nn[nH]n1C12CC3CC(CC(C3)C1)C2	2%	-18%	10%	0%	-2%	-1%	31%	-2%	0	-0.2%	5%
c1ccc(Cn2c(NCc3ccco3)nc3ccccc32)cc1	-1%	-10%	0%	-2%	-7%	-3%	-21%[7.66 µM]	-4%	0	-0.3%	-6%

# New compounds follow
Structure	USP2a block	Eya2 inh	uPA surface inh	ELG1 genotox	p53 reactivation	BRCA1 expr up	Integrin act MD	PTAP TSG101 blk	TRPV1 agonist	B2AR arrestin	ASM inhibitor
COC(=O)c1cc(NC(=S)NC(=O)c2ccccc2)ccc1N1CCOCC1	0%	1%	15%	-10%	-9%	-19%	-25%	0%	3	0.2%	-2%
COc1cccc(/C=C/C(=O)OCC(=O)NCCNC(=O)COC(=O)/C=C/c2cccc(OC)c2)c1	7%	3%	2%	10%	19%	-15%	-24%	0%	0	-0.1%	-2%
COc1ccc(CCc2nnc(CCC(=O)NCc3cc(C(C)C)no3)o2)cc1	4%	2%	6%	u	u	u	6%	-1%	0	-0.1%	1%
O=C(Cc1cn2ccsc2n1)Nc1ccccc1Oc1ccccc1	3%	7%	-5%	-1%	-6%	-17%	6%	-2%	16	-0.6%	2%
COc1ccc(C(=O)OCC(=O)NCC2CCCO2)cc1 (stereo not drawn)	-2%	-12%	5%	1%	-1%	15%	37%	-2%	3	0.3%	0%
CCCCn1c(=O)n(CC(O)c2ccccc2)c(=O)c2c1ncn2C1CCCC1 (stereo not drawn)	-6%	-2%	9%	-6%	-1%	9%	-21%	-11%	-4	-0.5%	0%
Cc1ccc(N/N=C(\C#N)C(=N)N2CCCCCC2)cc1	-5%	-20%	-11%	1.8µM*	2%	6%	-5%	-2%	u	0.4%	-20%
CCOc1ccc(NC(=O)CCC(=O)N/N=C(\C)c2cccs2)cc1	-1%	-2%	-11%	-3%	13%	2%	18%	0%	-4	-0.4%	7%
CCCC[C@@H]1CNCCN1CCc1cc(C(F)(F)F)cc(C(F)(F)F)c1	0%	-2%	-16%	16%	14%	-7%	-47%[inhibitor]	0%	6	-0.3%	3%
COc1ccccc1CNC(=O)c1cnc2sccn2c1=O	0%	-7%	4%	-5%	-7%	3%	-17%	-3%	9	0.1%	2%
O=C(CSc1ccc(Cl)cc1)Nn1cnnc1	-1%	-3%	-4%	1%	-3%	10%	20%	3%	-4	0.1%	2%
COc1nnc(-c2ccc(C)c(S(=O)(=O)NC(C)C)c2)c2ccccc12	1%	8%	4%	-4%	3%	-15%	0%	-20%	0	0.3%	0%
COC(=O)c1c(NC(=O)c2ccnn2C)sc(C)c1C	x	x	1%	x	x	-26%	10%	0%	x	x	5%
O=C(Nc1ccccc1Cl)c1cccc(NC(=O)c2cccs2)c1	0%	-5%	-14%	-6%	-8%	-1%	-11%	x	25	1.1%	-8%
O=C(c1ccc2oc(CCc3ccccc3)nc2c1)N1CC[C@H](O)C1	4%	9%	7%	u	18%	u	16%	-4%	14	-0.2%	-4%

# (next part)
Structure	USP2a block	Eya2 inh	uPA surface inh	ELG1 genotox	p53 reactivation	BRCA1 expr up	Integrin act MD	PTAP TSG101 blk	TRPV1 agonist	B2AR arrestin	ASM inhibitor
COc1cc(OC)cc(-c2nc3ccccc3c(=O)n2OC(=O)c2ccc(Br)cc2)c1	3%	-2%	-5%	-6%	-9%	-46%	-2%	-1%	1	-1.0%	0%
COc1ccc(CSc2nnc(NC(C)=O)s2)cc1[N+](=O)[O-]	-6%	7%	-1%	16%	1%	-1%	20%	0%	-1	-0.4%	0%
Cc1nn(S(=O)(=O)N2CCCCC2)c(C)c1Br	-5%	2%	0%	1%	-3%	16%	25%	0%	9	-2.1%	2%
Cc1cc(C)n2nc(SCn3nnc4ccccc4c3=O)nc2n1	2%	-16%	-4%	1%	-17%	23%	-15%	-6%	-1	-0.1%	6%
COc1ccccc1CN1CC(C(=O)NCCc2ccccc2Cl)CCC1=O (stereo not drawn)	0%	u	-12%	10%	u	49%	u	4%	1	0.1%	0%
Cc1ccccc1NC(=O)NCCCN1CCN(C2CCCCC2)CC1	0%	-4%	6%	-4%	-4%	-15%	-25%	-13%	-5	-0.2%	0%
N#CC1=C(N)N=C(SCc2cccc3ccccc23)C(C(N)=O)C12CCCCC2 (stereo not drawn)	1%	5%	6%	-2%	-1%	-77%	-7%	-5%	-1	3.3%	-22%
O=C(OC1CCN(c2ncc(C(F)(F)F)cc2Cl)CC1)c1ccccc1	-1%	-5%	7%	-3%	-4%	1%	8%	2%	3	-0.3%	-7%
CC12CCC(C(=O)N(CSC(=S)N/N=C\c3ccccc3O)C1=O)C2(C)C (stereo not drawn)	-2%	11%	-8%	14%	u	-31%	-3%	3%	0	-0.1%	-13%
COc1ccc(-n2nnnc2SC(C)C(=O)NC2CCCC2)cc1 (stereo not drawn)	0%	11%	3%	-4%	-13%	3%	6%	0%	2	-2.2%	5%
